Lamin A splicing – changes lamin A minigene splicing in HeLa cells. Potency, µM (top dose mostly 46.1 µM), for the others: at the top dose ratio change, negative = inhibition, usual class: inhibitors. 0.01% of 200,000 active. HeLa LMNA splicing GFP/RFP minigene ratio, 48 h; active = well fitted inhibition curve with a large enough effect in the signal ratio, with a control signal flat, not every such curve was filed as active; inconclusive = small, poorly fitted or top-dose-only effect, or effect the other way, or a change in a side signal; the % refers to the signal ratio
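S3 HeLa stable clones carrying a lamin A-EGFP splicing minigene plus DsRed2 were seeded at 600 cells/well in Opti-MEM with 2% FBS, pin-dosed and incubated 48 h at 37°C. Acumen cytometry (488 nm) gave the GFP/RFP total-intensity ratio.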
Numbers without * were called inactive; ? = inconclusive; [ ] = another dose, or the depositor's remark. % is scaled to controls: 0 for no effect and ±100 for the full control effect; potency is read from the fitted curve at half-maximal effect. Not all compounds are listed (hit frequency here may not be typical).

no. | SMILES | Lamin A splicing
1 | COc1cc(NC(=O)c2nnn(CC(=O)Nc3ccccc3)c2N)cc(OC)c1 | 20.2%[46 µM]
2 | Cc1ccc(-c2nc(CCNC(=O)c3ccc(C)c(C)c3)cs2)cc1 | ?
3 | CC1CCCN(CCCNC(=O)c2ccc3c(c2)N(Cc2cccc(Cl)c2)C(=O)c2ccccc2S3(=O)=O)C1 (stereo not given) | ?
4 | CC(=O)c1ccc(NC(=O)CSc2nc(C3CCCC3)nc3c2c(=O)n(C)c(=O)n3C)cc1 | ?
5 | CCN(CC)C(=O)c1sc2c(c1C)c(=O)n(-c1ccc(C)c(C)c1)c(=O)n2Cc1cccc(Cl)c1 | -11.6%[46 µM]
6 | Cc1cccc(CN2C(=O)c3ccccc3Sc3ccc(C(=O)NCc4ccco4)cc32)c1 | -16.4%[46 µM]
7 | Cc1ccc(OCC(=O)Nc2ccccc2C(=O)OCc2cc(=O)n3ccsc3n2)cc1 | -9.2%[46 µM]
8 | Cn1c(SCC(=O)N2CCCc3ccccc32)ncc(C(=O)Nc2ccccc2)c1=O | -4.4%[46 µM]
9 | COc1ccc(CNC(=O)c2c(Nc3ccc(OC)cc3OC)sc(C(=O)c3ccc(Cl)cc3)c2N)cc1 | -13.8%[46 µM]
10 | CCn1nc(C)c2c(-c3ccccc3)cc(=O)n(C(C)C(=O)NCCc3ccccc3)c21 (stereo not given) | -22.7%[46 µM]
11 | CC1=Nc2cc(C(=O)NC3CCCC3)ccc2Sc2ccc(Cl)cc21 | ?
12 | COC(=O)c1ccc2c(=O)n(CCCCCC(=O)N3CCN(c4ccc(Cl)cc4)CC3)c(=O)[nH]c2c1 | 16.9%[46 µM]
13 | CC(C)Cc1nn2c(=O)cc(COC(=O)c3ccccc3NC(=O)C3CCCCC3)nc2s1 | -19.5%[46 µM]
14 | CCOc1ccccc1NC(=O)N1CCc2c(sc(C)c2CC)C1c1ccccc1 (stereo not given) | 5.6%[46 µM]
15 | COc1cccc(CNC(=O)CN2C(=O)CCc3cc(S(=O)(=O)N4CCOCC4)ccc32)c1 | ?

(more compounds)
no. | SMILES | Lamin A splicing
16 | Cc1nc2ccccc2c(=O)n1-c1ccc(NC(=O)C(F)(F)F)cc1 | 24.7%[46 µM]
17 | CCOC(=O)c1c(S(=O)(=O)N2CCCC(C(=O)NCc3ccc(Cl)cc3)C2)c(C)n(C)c1C (stereo not given) | -7.3%[46 µM]
18 | COc1ccc(C2=C(C)C(=O)N(Cc3ccc(C(=O)Nc4cc(C)ccc4C)cc3)S2(=O)=O)cc1 | -6.8%[46 µM]
19 | COc1cccc(CSc2nc3n(n2)C(CC(C)C)C(C(=O)Nc2ccccc2C)=C(C)N3)c1 (stereo not given) | 6.9%[46 µM]
20 | COc1ccc(NC(=O)CSc2nc3ccccc3c(=O)n2CCC(=O)NC2CCCCC2)c(OC)c1 | 4.2%[46 µM]
21 | CC(C)(C)OC(=O)N1CCC(c2c(C(=O)NCCc3ccsc3)cnn2-c2ccccc2Cl)CC1 | -6.7%[46 µM]
22 | CCC(CC)C(=O)Nc1cccc(-c2cn3cccnc3n2)c1 | 18.4%[46 µM]
23 | Cc1ccc(C)c(N2CCN(C(=O)Cn3cnc4nc5c(cc4c3=O)CCCC5)CC2)c1 | 1.0%[46 µM]
24 | CCS(=O)(=O)c1ccc(C(=O)N2CCN(c3nc4c(OC)ccc(C)c4s3)CC2)cc1 | ?
25 | CCN(CC)c1nn2c(=O)c(C(=O)NCc3ccc(F)cc3)cnc2s1 | 10.9%[46 µM]
26 | COc1ccc(C)cc1NC(=O)C(=O)NCCc1sc(-c2ccc(Cl)cc2)nc1C | 23.4%[46 µM]
27 | CCOC(=O)c1sc2ccccc2c1S(=O)(=O)N1CCN(c2cccc(OC)c2)CC1 | -27.0%[46 µM]
28 | COc1ccc(OC)c(NC(=O)N2CCN(Cc3nc4ccc(C)cc4o3)CC2)c1 | 2.4%[46 µM]
29 | COc1cccc2sc(NC(=O)CS(=O)(=O)c3ccc(C)cc3)nc12 | 13.3%[46 µM]
30 | CC(C)(C)OC(=O)N1CCC(c2c(C(=O)N3CCN(c4cccc(Cl)c4)CC3)cnn2-c2cccc(Cl)c2)CC1 | -9.6%[46 µM]

New compounds follow
no. | SMILES | Lamin A splicing
31 | CC(=O)Nc1c(C)nn(-c2ccccc2)c1N1CCC(C(=O)Nc2cc(Cl)ccc2C)CC1 | -8.4%[46 µM]
32 | COc1cc(OC)c(NC(=O)NCc2cccn2Cc2ccccc2)cc1Cl | 12.9%[46 µM]
33 | CCCN(CCC)S(=O)(=O)c1ccc2c(c1)N(CC(=O)NC(C)c1ccccc1)C(=O)CS2 (stereo not given) | -7.3%[46 µM]
34 | Cc1ccccc1C(=O)Nc1ccc(C(=O)OCc2cc(=O)n3c4c(sc3n2)CCCC4)cc1 | ?
35 | O=C(C1CCCCC1)N(Cc1cccnc1)c1nc2ccc(Cl)cc2s1 | -20.8%[46 µM]
36 | COc1ccccc1CNC(=O)CSc1cc(C)[nH]c(=O)n1 | 0.5%[46 µM]
37 | Cc1nc(C)c(-c2ccc(SCC(=O)Nc3cccc(C)c3C)nn2)s1 | -1.8%[46 µM]
38 | Cc1ccc(Cn2c(SCC(=O)NCc3ccccc3)nc3ccsc3c2=O)cc1 | 10.6%[46 µM]
39 | CC1=C(C(=O)Nc2ccccc2C)C(c2sccc2C)n2ncnc2N1 (stereo not given) | 0.6%[46 µM]
40 | O=C(CN1C(=O)CCc2cc(S(=O)(=O)N3CCOCC3)ccc21)NCc1ccccc1 | -4.4%[46 µM]
41 | COc1ccccc1NC(=O)CSc1nnc(NC(=O)NC2CCCCC2)s1 | -6.4%[46 µM]
42 | CN(C(=O)CSc1nc2ccccc2n1CC(=O)N(C)C1CCCCC1)c1ccc(F)cc1 | 3.0%[46 µM]
43 | COc1cc(C(=O)NCc2nnnn2-c2ccc(C)c(C)c2)cc(OC)c1OC | 0.9%[46 µM]
44 | Cc1ccc(C2C=C(c3ccccc3)Nc3nc(NS(=O)(=O)c4ccc(C)cc4)nn32)cc1 (stereo not given) | 23.1%[46 µM]
45 | Cc1cccc(N2CCN(C(=O)c3ccc4c(c3)N(Cc3cccc(Cl)c3)C(=O)c3ccccc3S4=O)CC2)c1C (stereo not given) | -10.9%[46 µM]

Next records
no. | SMILES | Lamin A splicing
46 | Cc1ccc(NC(=O)C2CCN(S(=O)(=O)c3ccc4c(c3)CCCC(=O)N4)CC2)c(Cl)c1 | 1.9%[46 µM]
47 | CCOC(=O)c1nc(Nc2ccc(Cl)cc2)c2c(C)noc2n1 | 4.8%[46 µM]
48 | CCn1nc(C)c2c(-c3ccccc3)cc(=O)n(C(C)C(=O)Nc3cc(C)ccc3C)c21 (stereo not given) | ?
49 | CN(C)S(=O)(=O)c1ccc2c(c1)N(CC(=O)N1CCN(c3cccc(Cl)c3)CC1)CCS2 | 23.3%[46 µM]
50 | CC(=O)N(Cc1cccnc1)c1nc2cc(C)cc(C)c2s1 | 17.0%[46 µM]
51 | COc1ccc(C)cc1NC(=O)CSc1nc(=O)[nH]c2c1CCCC2 | 32.3%[46 µM]
52 | Cn1c(=O)oc2cc(S(=O)(=O)CCC(=O)NCc3ccc(Cl)cc3)ccc21 | -11.6%[46 µM]
53 | CCOC(=O)CNC(=O)N1CCCN(S(=O)(=O)c2ccc3c(ccn3CC)c2)CC1 | 15.0%[46 µM]
54 | COCCc1nn2c(=O)cc(COC(=O)C(c3ccccc3)c3ccccc3)nc2s1 | 1.0%[46 µM]
55 | CCOc1cc(C(=O)N2CCC(c3ccncc3)CC2)cc(OCC)c1OCC | -2.2%[46 µM]
56 | COc1cc(-c2ccno2)ccc1S(=O)(=O)N1CCN(c2ccc(C(C)=O)cc2)CC1 | -11.2%[46 µM]
57 | CCCCNC(=O)C(CC)Sc1nc2ccccc2c(=O)n1CCc1ccc(OC)c(OC)c1 (stereo not given) | ?
58 | CN1C(=O)c2ccccc2Sc2ccc(NC(=O)COc3ccc(Cl)cc3)cc21 | ?
59 | O=C(Nc1cc(Cl)ccc1Cl)C1(c2cccs2)CCOCC1 | 14.0%[46 µM]
60 | Cc1ccc(NC(=O)c2ccc(C)c(S(=O)(=O)N3CCCCCC3)c2)cc1 | ?

(continued)
no. | SMILES | Lamin A splicing
61 | CCOc1ccccc1NC(=O)c1c2c(nc3ccccc13)C(=O)N(C1CCCCC1)C2 | ?
62 | Cc1nc(-c2ccc(S(=O)(=O)Nc3ccc(C#N)cc3)cc2)co1 | 7.3%[46 µM]
63 | CC(C)c1ccc(NC(=O)Cn2nnc(C(=O)NCc3ccc(Cl)cc3)c2N)cc1 | 6.1%[46 µM]
64 | O=C(Cn1c(=O)oc2cc(S(=O)(=O)NCc3ccccc3)ccc21)N(CCO)Cc1ccccc1 | ?
65 | COC(=O)c1ccccc1NS(=O)(=O)c1cc2c3c(c1)CC(=O)N3CCC2 | -17.0%[46 µM]
66 | CC(C)c1ccc(NC(=O)Cc2ccc(NC(=O)N3CCCCc4ccccc43)cc2)cc1 | ?
67 | CCN(CC)c1cc2c(cc1F)c(=O)c(S(=O)(=O)c1ccccc1)cn2C | -0.7%[46 µM]
68 | O=C(NC1CC(=O)N(c2cccc(F)c2)C1)c1ccc(S(=O)(=O)N2CCCCC2)cc1 (stereo not given) | 4.1%[46 µM]
69 | COc1ccc(-c2nc3sc(CCNC(=O)c4ccc(C(C)(C)C)cc4)c(C)n3n2)cc1 | -6.4%[46 µM]
70 | Cc1noc(C)c1S(=O)(=O)NCCc1csc2nc(-c3ccc(F)cc3)nn12 | 6.1%[46 µM]
71 | CCc1ccccc1N1C(=O)N(CC(=O)c2ccc(Cl)cc2)c2ccccc2S1(=O)=O | 4.5%[46 µM]
72 | COC(=O)c1ccc(NC(=O)Cn2nc(C(=O)Nc3ccc(C)cc3)ccc2=O)cc1 | 8.1%[46 µM]
73 | Cc1ccc(-n2ncc3c(Nc4cccc(Cl)c4)ncnc32)c(C)c1 | ?
74 | O=C(NCCCN1CCN(c2ccccc2)CC1)c1sc2ncccc2c1-n1cccc1 | -2.9%[46 µM]
75 | CC(C)N(Cc1ccccc1)C(=O)C1CCCN(c2ncnc3onc(-c4ccc(F)cc4)c23)C1 (stereo not given) | ?

(more compounds)
no. | SMILES | Lamin A splicing
76 | COc1cccc(NC(=O)c2c(C)oc3nc(C)nc(N4CCCC4)c23)c1 | 7.4%[46 µM]
77 | O=C(NC1CC(=O)N(c2ccccc2)C1)C1CCCC1 (stereo not given) | 8.2%[46 µM]
78 | CC(=O)N1CCc2cc(CNS(=O)(=O)c3ccccc3C(F)(F)F)ccc21 | 7.7%[46 µM]
79 | CCc1ccc(NC(=O)c2cc3c(=O)n(Cc4cccs4)ccc3nc2C)cc1 | ?
80 | COc1ccc(CCNC(=O)c2cnc3sc(N4CCCC4)nn3c2=O)cc1OC | 9.8%[46 µM]
81 | Cc1c(Cl)cccc1NC(=O)C1CCCN(c2ncnc3onc(C)c23)C1 (stereo not given) | 11.0%[46 µM]
82 | CC(=O)Nc1ccc(NCc2nnc3n2CCCCC3)cc1 | ?
83 | CC(C)c1cnc2c(c1SCC(=O)Nc1ccccc1C(F)(F)F)c(=O)n(C)c(=O)n2C | ?
84 | CCOC(=O)c1cc(-c2ccc(OC)cc2)n(CCC(=O)Nc2ccccc2OC)c1C | ?
85 | CCOCCCn1c(SCC(=O)NCc2ccccc2)nc2c(sc3ccccc32)c1=O | -27.8%[46 µM]
86 | CCN(CC)c1ccc(NC(=O)c2cnc3c(-c4ccccc4)c(C)nn3c2C)c(C)c1 | 11.9%[46 µM]
87 | CCCCNC(=O)CSC1=Nc2ccccc2C2=NC(CCC(=O)NCc3ccccc3OC)C(=O)N12 (stereo not given) | -6.7%[46 µM]
88 | CN(C)c1ccc(CNC(=O)Cn2c(=O)oc3cc(S(=O)(=O)N4CCCCCC4)ccc32)cc1 | ?
89 | CNc1ncnc2c1cnn2-c1ccc(C)c(C)c1 | ?
90 | CCOc1cc2[nH]c(=O)n(CCC(=O)N3CCN(c4cccc(Cl)c4)CC3)c(=O)c2cc1OCC | 7.4%[46 µM]

Next part:
no. | SMILES | Lamin A splicing
91 | COc1ccc(CNC(=O)CSCc2ccc(C)cc2)c(OC)c1 | 5.2%[46 µM]
92 | CCc1cccc(C)c1NC(=O)c1cc(S(=O)(=O)NCc2ccccc2Cl)ccc1F | -17.2%[46 µM]
93 | O=C(Nc1cccc(F)c1)c1ccc2oc(=O)n(Cc3ccccc3)c2c1 | -1.3%[46 µM]
94 | COc1ccc2nc(NC(=O)c3ccc(S(=O)(=O)N4CCCC(C)C4)cc3)sc2c1 (stereo not given) | -9.2%[46 µM]
95 | CCOc1ccc(NC(=O)Cn2c(=O)nc(-c3ccccc3)c3ccccc32)cc1 | 0.1%[46 µM]
96 | Cc1nc2ccn(Cc3cccs3)c(=O)c2cc1C(=O)NCc1ccc(Br)cc1 | ?
97 | CCn1c(/C(C#N)=C/c2ccccc2Cl)nc2ccccc21 | ?
98 | CCCCc1nn2c(=O)cc(COC(=O)c3cccc(NC(=O)c4cccs4)c3)nc2s1 | ?
99 | Cc1ccc(CNC(=O)CCc2c(C)nn(-c3ccc(N4CCCCC4)nn3)c2C)cc1 | 3.2%[46 µM]
100 | CCc1ccccc1NC(=O)CSC1=Nc2ccccc2C2=NC(Cc3ccccc3)C(=O)N12 (stereo not given) | 0.2%[46 µM]

Assay outcomes: PubChem BioAssay, National Center for Advancing Translational Sciences (NCATS)
